Screening data from PubChem BioAssay.
PME-1 Maybr inh = Maybridge compound blocking human PME-1; recombinant PME-1, FP-Rh probe fluorescence polarization; inhibition, % at 9 µM; 16,000 compounds, 0.5% hits; in the data active = inhibition above about 30%
Target sequence (Q9Y570 whole entry, looked up): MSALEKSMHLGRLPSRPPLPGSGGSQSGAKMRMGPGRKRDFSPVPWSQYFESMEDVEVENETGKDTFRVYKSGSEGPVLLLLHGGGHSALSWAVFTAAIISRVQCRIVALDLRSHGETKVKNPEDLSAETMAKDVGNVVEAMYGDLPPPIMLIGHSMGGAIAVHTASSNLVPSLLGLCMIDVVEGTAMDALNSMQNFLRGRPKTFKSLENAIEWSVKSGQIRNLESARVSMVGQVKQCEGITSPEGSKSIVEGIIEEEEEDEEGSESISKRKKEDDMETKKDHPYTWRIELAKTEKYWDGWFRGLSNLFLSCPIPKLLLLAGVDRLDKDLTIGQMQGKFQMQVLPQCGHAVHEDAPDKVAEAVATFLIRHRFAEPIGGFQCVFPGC
KOR antag MB = blocks the human kappa opioid receptor, Maybridge compounds; 16,000 compounds, 0.4% hits; inhibition, % at 9 µM; P41145; OPRK1 cells, antagonist mode, fluorescence readout; in the data active = inhibition above about 50%
rat GALR2 agon = GALR2 (rat) receptor agonism | O08726 | cell-based GALR2 agonist screen | activation, % at 10 µM | 16,000 compounds, 0.5% hits | AID 833; in the data active = activation above about 15%
Target sequence (O08726 whole entry, looked up): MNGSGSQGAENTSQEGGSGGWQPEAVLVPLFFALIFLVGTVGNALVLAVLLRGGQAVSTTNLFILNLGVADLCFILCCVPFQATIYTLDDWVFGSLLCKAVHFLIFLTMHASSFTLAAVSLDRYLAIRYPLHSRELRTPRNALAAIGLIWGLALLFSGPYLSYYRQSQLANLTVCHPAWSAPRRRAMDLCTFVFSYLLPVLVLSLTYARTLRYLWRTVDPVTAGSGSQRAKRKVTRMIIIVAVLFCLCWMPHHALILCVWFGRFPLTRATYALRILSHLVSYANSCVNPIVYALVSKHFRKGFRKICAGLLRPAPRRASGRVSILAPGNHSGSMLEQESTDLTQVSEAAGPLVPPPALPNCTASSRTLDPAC
NOTCH ag = NOTCH pathway agonism; NOTCH signaling luciferase reporter cells, luminescence; activation, % at 2.5 µM; 15,000 compounds, 0.4% hits; in the data active = activation above about 2.2%
S1P1 ag = S1P1 (human) receptor agonism; P21453; S1P1 agonist cell-based reporter assay; activation, % at 4.5 µM; 16,000 compounds, 1.5% hits; AID 1044; in the data active = activation above about 80%
TLR4-MyD88 inh = TLR4-MyD88 interaction inhibition | O00206 | 16,000 compounds, 0.06% hits | Cell-based TLR4-MyD88 binding inhibition assay | inhibition, % at 10 µM; in the data active = inhibition above about 45%
Nox1 inhibitor = inhibitors of human NADPH oxidase 1 (Nox1); inhibition, % at 6.7 µM; Q9Y5S8; 16,000 compounds, 0.81% hits; AID 1792; HT29 cells, luminol chemiluminescence ROS
luminol inh ctr = counter-screen for Nox1 inhibitors: inhibitors of luminol chemiluminescence; HRP/luminol/H2O2 chemiluminescence counterscreen; inhibition, % at 6.7 µM; 16,000 compounds, 0.4% hits; AID 1823; also: reference of the scale not given here
* = called active by the depositor; · = not tested or not shown. Rule as the data show it, unless noted: active = inhibition above about 75%; inactive = the rest.

SMILES	PME-1 Maybr inh	KOR antag MB	rat GALR2 agon	NOTCH ag	S1P1 ag	TLR4-MyD88 inh	Nox1 inhibitor	luminol inh ctr
O=C1c2nccnc2C(=O)N1c1cc(Cl)c(-n2cccc2)cc1Cl	-1	-2	-3	-5.1	0	-2	-28	2
C=CC(=O)N1CN(C(=O)C=C)CN(C(=O)C=C)C1	3	-6	-13	-0.3	-17	-22	-74	1
Cn1cc(C(=O)Nc2cc(F)ccc2F)c(C(F)(F)F)n1	-1	-10	-9	·	-11	4	-21	4
COC(=O)COc1cc(OC)ccc1C(=O)OC	7	8	-7	-0.5	-12	4	-21	-2
Cc1noc(C)c1S(=O)(=O)N1CCN(C(=O)C2COc3ccccc3O2)CC1 (stereo unspecified)	-1	-2	-6	-5.3	7	3	-52	1
CC(C)n1c(Sc2c([N+](=O)[O-])ncn2C)nc2cc(Cl)ccc21	4	21	-9	·	-21	-2	-20	-8
Cc1cc(OCc2ccccc2)ccc1[N+](=O)[O-]	3	2	-6	2.5*	4	16	-15	-2
O=C1CS/C(=N/N=C/c2ccn[nH]2)N1	-5	9	1	0.2	-23	-5	-65	2
Cc1nc(-c2ccc(NC(=O)c3ccc(C(F)(F)F)nc3C)cc2)cs1	1	-10	-4	-0.5	15	11	-29	2
Fc1ccc(-c2nc(-c3cc(Cl)c(Cl)s3)cs2)cc1	3	-1	-10	-0.3	4	0	10	-6
Cc1sc(-c2ccccc2)nc1CC(=O)NN	0	10	-6	-0.5	-5	-4	-73	2
CC(=O)OC[C@H]1O[C@@H](Sc2ccccc2)[C@H](OC(C)=O)[C@@H](OC(C)=O)[C@@H]1OC(C)=O	8	-25	-9	-0.5	-13	-7	2	-6
N#Cc1c(-c2ccccc2)cc(-c2ccccc2)[nH]c1=O	2	0	-4	0.1	-8	·	-45	3
N#Cc1cc2ccc([N+](=O)[O-])cc2c2ccccc12	-2	8	-6	0.1	-13	13	-16	3
CC1=C(C)CC(C(=O)NCc2c(F)cccc2Cl)C(C(=O)O)C1 (stereo unspecified)	1	4	-3	0.2	-16	-11	-20	-3
NC(=O)C1CCN(Cn2nnc3ccccc32)CC1	0	6	-3	0.4	8	1	-56	2
O=C(NNC(=O)c1ccc[nH]1)Nc1cccc(C(F)(F)F)c1	-2	-7	-13	·	-21	7	-52	5
O=C1/C(=C\c2ccsc2)N2CCC1CC2	-1	19	-10	·	-6	2	-22	1
COc1ccc(N=c2scc(C)n2C(=O)c2ccccc2Cl)cc1	1	-9	-4	0.1	4	-20	-25	-1
CN(CCOC(=O)Nc1ccc(Cl)cc1)c1ncc(C(F)(F)F)cc1Cl	-12	-16	-11	-1.0	-25	-2	-24	5
CSc1ccc(OC(=O)c2ccc(Cl)cc2)cc1	8	17	-2	-0.6	10	-40	14	-4
CN1CCN(c2ccc(NC(=O)c3ccco3)cc2)CC1	3	-10	-3	-0.7	-6	7	-9	-17
O=C(COc1ccc(SC(F)(F)F)cc1)NNC(=O)NC(=O)c1ccccc1Cl	-1	8	-2	0.5	-1	-8	-14	4
COc1ccc(OC)c(Sc2ccc3nnc(-c4ccccc4)n3n2)c1	2	-19	-5	·	-5	-10	3	-5
O=C(O)c1nccnc1C(=O)NCc1ccncc1	6	9	-5	0.3	17	-1	25	-7
CCNc1cc(N)[n+](CC)c2n[nH]c(N)c12	8	11	-6	-0.3	-7	6	-20	67
C/C(=N\NC(=S)NCC1CCCO1)c1cccs1 (stereo unspecified)	4	4	-4	-0.6	-12	8	-36	5
COc1cc(C(=O)NC(=S)Nc2ccc3c(c2)OCO3)cc(OC)c1OC	-2	8	-4	-0.2	11	9	-16	14
N/C(=N\OC(=O)c1ccc(C#Cc2ccccc2)o1)c1cccc(C(F)(F)F)c1	-17	12	-2	-0.7	-14	-7	-20	-1
CCCCOC(=O)NC(Nc1ncccn1)(C(F)(F)F)C(F)(F)F	-3	1	-3	-0.4	-2	3	-63	2

Structural class, the entries above containing a furan ring, fused or not.
SMILES	PME-1 Maybr inh	KOR antag MB	rat GALR2 agon	NOTCH ag	S1P1 ag	TLR4-MyD88 inh	Nox1 inhibitor	luminol inh ctr
CN1CCN(c2ccc(NC(=O)c3ccco3)cc2)CC1	3	-10	-3	-0.7	-6	7	-9	-17
N/C(=N\OC(=O)c1ccc(C#Cc2ccccc2)o1)c1cccc(C(F)(F)F)c1	-17	12	-2	-0.7	-14	-7	-20	-1

Next part:
SMILES	PME-1 Maybr inh	KOR antag MB	rat GALR2 agon	NOTCH ag	S1P1 ag	TLR4-MyD88 inh	Nox1 inhibitor	luminol inh ctr
N#Cc1cnn(-c2ccccc2)c1N	-1	13	-8	0.2	-2	1	-47	3
Cn1nc(C(C)(C)C)cc1C(=O)NN1CCOCC1	3	11	-2	-0.1	-3	10	-18	-2
O=C(CNC(=O)c1cnccc1C(F)(F)F)c1cccc(Cl)c1	5	11	-3	-0.1	0	5	-18	-3
CCOC(=O)C(=CNc1cc(C(F)(F)F)ccc1N1CCC(C(=O)OCC)CC1)C(=O)OCC	1	-2	-7	-0.5	-36	-8	-35	-4
CCOC(=O)c1c(O)c(O)c(C(=O)OCC)n1-c1ccc(OC)cc1	-2	5	-6	0.2	0	18	21	-18
Cc1oc(S(=O)(=O)N2CCCC2)cc1C(=O)NCCN1CCNC1=O	-1	9	-3	-0.3	-22	-10	18	2
S=C(Nc1ccc2[nH]ccc2c1)NC1CCCC1	0	0	-4	-0.1	-2	5	-37	3
c1ccc(-c2cc(N3CCCCC3)c3ccccc3n2)nc1	-1	2	-8	0.4	-26	-7	-23	1
COc1ccc(CCNC(=O)c2cccs2)cc1OC	4	11	-5	-0.7	1	2	-10	-5
COC(=O)C1=C(C)NC(C)=C(C(=O)OC)C1c1ccc(OC)cc1	1	-12	-7	-0.1	-18	-1	-30	-2
O=C(Nc1cc(Cl)cc(Cl)c1)c1cc(Cl)sc1Cl	-4	3	-8	-0.7	-20	0	8	-1
CCOC(=O)CN1CCN(c2ccc(C(F)(F)F)cc2N)CC1	18	9	-3	-0.7	10	3	-30	3
O=C(NCCSCc1cccc(C(F)(F)F)c1)Nc1cccc(C(F)(F)F)c1	12	-9	-6	-0.2	7	-4	30	-8
O=c1c2ccccc2c(Br)cn1Nc1ccc(Br)cc1	0	-17	-2	-0.2	-12	1	-69	1
O=C1C=C(NCCSCc2cccc(C(F)(F)F)c2)CC(c2ccc(Cl)cc2)C1 (stereo unspecified)	4	13	-4	-0.7	-2	-5	-2	-3
COC(=O)c1scc(S(=O)(=O)c2ccc(Cl)cc2)c1C	2	-11	-4	0.4	9	11	3	-4
CCn1nc(C)c(Br)c1-c1nc(-c2ccc(C)cc2)no1	1	-6	-5	-5.4	3	-3	-6	-5
C/C(=N\O)c1csc(-c2ccccc2)n1	3	-12	-8	-0.9	14	-8	-26	4
O=C1/C(=C/c2cccs2)CC/C1=C\c1cccs1	0	4	6	-0.2	81*	6	-55	6
c1cncc(C2SCCCS2)c1	-4	-2	-3	-1.1	-9	1	-61	4
O=C(NCc1ccco1)Nc1sccc1-n1cccc1	6	2	-4	0.0	1	-14	-5	24
Cc1noc(C)c1C(=O)N1CCN(CCOc2ccccc2)CC1	2	15	-6	-0.6	-17	-5	-25	-5
COc1cc(-c2cc3c(c(N)c2C#N)c(=O)oc2ccccc23)cc(OC)c1OC	0	10	-4	-5.3	-3	-1	-30	-4
CC(C)(C)N(OC(=O)c1ccccc1)C(=O)C(Cl)(Cl)Cl	0	7	-7	-0.4	9	-8	22	3
O=C1NC(c2ccc3c(c2)OCO3)Nc2ccc([N+](=O)[O-])cc21 (stereo unspecified)	8	20	0	0.2	14	3	19	1
CSc1ccc(/C=C/c2onc(C)c2[N+](=O)[O-])s1	64*	106*	-15	-0.8	40	19	-62	11
C=CCc1cccc(C(=O)O)c1O	0	-13	-9	-0.5	-8	-6	-22	2
FC(F)(F)c1cc(-c2cccnc2)n[nH]1	0	-16	-6	-0.3	-6	3	-35	1
Cn1c(SCC(=O)O)nc2cc(C(F)(F)F)cnc21	3	2	-3	-5.3	-8	-5	-23	-5
CC(C)OC(=O)Cc1csc(-c2ccc(Cl)cc2)n1	1	-8	-7	-0.5	-14	-4	1	1
COc1ccc(NC(=S)NNC(=O)CSCc2cccc3ccccc23)cc1	10	5	-5	0.2	0	-7	37	-31
CS(=O)(=N/C=C(\C#N)C(=O)c1ccco1)c1ccc(Cl)cc1 (stereo unspecified)	-3	-14	-8	0.6	0	12	-73	0
C=CCn1c(=S)sc2c(N/N=C/c3ccco3)ncnc21	-2	-21	-2	-0.9	-25	1	-41	4
CC(=O)c1sc(-c2ccccc2)cc1NC(=O)c1ccccc1	-3	11	-9	-0.5	-4	6	-8	-6
Cn1cnc([N+](=O)[O-])c1Sc1ccc(C(C)(C)C)cc1	-1	4	-2	-0.6	-5	-11	-26	3
O=S(=O)(Oc1ncccc1C(F)(F)F)c1cccc(F)c1	14	-17	-7	-0.4	-11	-3	-33	-2
CC(Oc1ccc(Cl)cc1Cl)C(=O)NC1=NCCS1 (stereo unspecified)	0	-8	-7	-0.8	-7	0	-85	1
N#Cc1cccnc1NNC(=O)c1nccnc1C(=O)O	8	26	-1	-0.9	0	13	11	1
COC(=O)c1sccc1Oc1nccnc1C#N	-2	4	-3	-0.3	1	1	-40	1
Cc1nc(COc2ccccc2Cl)sc1-c1ccnc(N)n1	-7	1	-6	-0.5	26	-8	18	-2
COc1ccc(Oc2ccc([N+](=O)[O-])cc2C(=O)N2CCCc3ccccc32)cc1	3	-1	-9	-0.3	-18	3	-46	-3
O=C(NNC(=O)C1CCCS1)c1ccc(Cl)cc1 (stereo unspecified)	-1	-3	-6	-0.7	-12	7	-64	2
N#CC(C#N)(Cc1ccccc1)Cc1ccccc1	-5	3	1	-0.3	0	-2	-83	4
O=[N+]([O-])c1cccc(-c2ccc(/C=N/NC(=S)NCc3ccco3)o2)c1	36*	8	-7	-0.8	10	-8	-20	3
Nc1ncnc(Nc2ccc3c(c2)OCO3)n1	1	8	-7	-0.5	-2	7	-33	0
O=c1[nH]c(SCc2ccc(Cl)cc2Cl)nc2ccccc12	3	14	-4	-0.1	-10	-1	-32	-4
COc1ccc(-c2nc3cc4c(cc3o2)Oc2ccccc2N4)cc1	6	79*	5	0.3	57	29	17	1
CCOC(=O)c1cnc(-c2cccs2)nc1Sc1ccc(Cl)cc1	-9	17	-9	-0.5	-18	3	-54	3
CC1(C)CC(=O)C2=C(C1)Nc1[nH]c(=S)[nH]c(=O)c1C2c1ccc2c(c1)OCO2 (stereo unspecified)	-8	-1	1	-0.6	8	2	-12	8
CCOC(=O)N1CCC(NC(=O)c2ccc(C)cc2)CC1	2	2	-7	-0.3	-22	2	0	0
Next section.
SMILES	PME-1 Maybr inh	KOR antag MB	rat GALR2 agon	NOTCH ag	S1P1 ag	TLR4-MyD88 inh	Nox1 inhibitor	luminol inh ctr
O=c1cc(-c2ccccc2)nc2nc[nH]n12	-2	14	-5	0.0	-8	10	-21	2
O=C(NCCCN1CCN(Cc2c(F)cccc2Cl)CC1)c1cccc(C(F)(F)F)c1	3	14	-5	-0.5	-4	-13	-3	0
c1coc(-c2nccs2)c1	-2	30	-9	-0.8	-2	-3	-56	2
O=c1[nH]ccn(-c2c(F)cccc2F)c1=O	3	-4	-7	-0.5	-12	7	-12	19

Structures above that contain an NH in an aromatic ring:
SMILES	PME-1 Maybr inh	KOR antag MB	rat GALR2 agon	NOTCH ag	S1P1 ag	TLR4-MyD88 inh	Nox1 inhibitor	luminol inh ctr
O=C1CS/C(=N/N=C/c2ccn[nH]2)N1	-5	9	1	0.2	-23	-5	-65	2
N#Cc1c(-c2ccccc2)cc(-c2ccccc2)[nH]c1=O	2	0	-4	0.1	-8	·	-45	3
O=C(NNC(=O)c1ccc[nH]1)Nc1cccc(C(F)(F)F)c1	-2	-7	-13	·	-21	7	-52	5
CCNc1cc(N)[n+](CC)c2n[nH]c(N)c12	8	11	-6	-0.3	-7	6	-20	67
S=C(Nc1ccc2[nH]ccc2c1)NC1CCCC1	0	0	-4	-0.1	-2	5	-37	3
FC(F)(F)c1cc(-c2cccnc2)n[nH]1	0	-16	-6	-0.3	-6	3	-35	1
O=c1[nH]c(SCc2ccc(Cl)cc2Cl)nc2ccccc12	3	14	-4	-0.1	-10	-1	-32	-4
CC1(C)CC(=O)C2=C(C1)Nc1[nH]c(=S)[nH]c(=O)c1C2c1ccc2c(c1)OCO2 (stereo unspecified)	-8	-1	1	-0.6	8	2	-12	8
O=c1cc(-c2ccccc2)nc2nc[nH]n12	-2	14	-5	0.0	-8	10	-21	2
O=c1[nH]ccn(-c2c(F)cccc2F)c1=O	3	-4	-7	-0.5	-12	7	-12	19

Not a hit list. Share with any hit: about 4.4%.
